TRPV1 agonist: activates the human vanilloid receptor TRPV1; activation, % at 8.33 µM; Q8NER1; TRPV1-expressing cells, Fluo-8 calcium influx, agonist mode; 0.19% of 320,000 active; in the data active = activation above about 80%; inconclusive = between about 30% and that limit; note: 0% is about no effect
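Cells expressing TRPV1 were dye-loaded with Fluo-8 and read kinetically: 10 s baseline, 3 min after compound (agonist portion), then 2 min after EC20 capsaicin (allosteric enhancer portion). Calcium-bound dye fluorescence at 480/520 nm.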
p53 reactivator: restores transcriptional activity of mutant p53. AID 504706. Potency, µM (titrated, usually from 92.2 µM), for the others: at the top dose activity change, positive = activation, actives largely listed as activators. 0.063% of 320,000 active. H1299 p53-A138V BP100-luciferase reporter, luminescence, 24 h; note: potency is the fitted concentration of half-maximal effect; % of control where 0% means no effect; nearly all actives have a fitted effect of over 45% in size
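H1299 (p53-null), stable ts p53-A138V + BP100-Luc; 1000 cells/well, Opti-MEM/10% FBS; cpd 4 pt, 1:5; 24 h, 37 deg C, 5% CO2; detection reagent 10 min RT; luminescence.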
S-ASM inh: blocks human secretory acid sphingomyelinase | P17405 | placental ASM, HMU-PC fluorogenic substrate, 60 min | Potency, µM (top dose mostly 57.5 µM), without a hit: at the highest dose activity change, negative = inhibition, hits mostly inhibitors | 0.006% of 340,000 active | AID 504937; note: potency is the fitted concentration of half-maximal effect
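Human placenta-derived ASM preincubated with compound 10 min at room temperature, then reacted with 9 uM (final) fluorogenic HMU-PC substrate for 60 min at 37 C. Stop solution raises pH to 10; fluorescence read at Ex 386/Em 447 nm.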
uPA generation: blocks generation of uPA at the cell surface. 0.31% of 330,000 active. AID 540303. cell surface uPA generation assay, qHTS. Potency, µM (highest dose often 38.3 µM), for inactives: at the top dose activity change, negative = inhibition, most hits filed as inhibitors; active = well fitted inhibition curve with a large enough effect; inconclusive = small, poorly fitted or top-dose-only effect; inactive = no such curve, though single readings can be large or run the other way; tested in mouse RAW 264.7 cells; note: potency is the fitted concentration of half-maximal effect; % is set by controls: 0 for no effect and ±100 for the full control effect; nearly all actives have a fitted effect of over 55% in size
Eya2 phos inh: Eya2 (human) phosphatase inhibition | 0.006% of 330,000 active | O00167 | Potency, µM (titrated, usually from 76.9 µM), inactives show at the top dose activity, negative = inhibition, usual class: inhibitors | recombinant Eya2, OMFP fluorescence dephosphorylation (OMFP is methylfluorescein phosphate); note: potency is the fitted concentration of half-maximal effect; % is set by controls: 0 for no effect and ±100 for the full control effect
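Eya2 (0.2 uM) preincubated 10 min at ambient with compound, then OMFP substrate added at 50 uM; 10 min reaction in 50 mM HEPES pH 7.5, 50 mM NaCl, 5 uM MgCl2, 0.05% BSA, 1 mM DTT. Fluorescence read at Ex 485/Em 525 nm.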
USP2a block: inhibitors of human ubiquitin-specific protease USP2a; O75604; USP2 core, Ub-CHOP2 coupled fluorogenic reporter, 485/531; Potency, µM (doses to about 38.3 µM), for inactives: at the highest dose activity change, negative = inhibition, most hits filed as inhibitors; 0.01% of 330,000 active;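 note: potency is the fitted concentration of half-maximal effect; plate controls were DMSO wells for no effect and full inhibition by NEM control for full effect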
Target sequence (O75604 whole entry, looked up): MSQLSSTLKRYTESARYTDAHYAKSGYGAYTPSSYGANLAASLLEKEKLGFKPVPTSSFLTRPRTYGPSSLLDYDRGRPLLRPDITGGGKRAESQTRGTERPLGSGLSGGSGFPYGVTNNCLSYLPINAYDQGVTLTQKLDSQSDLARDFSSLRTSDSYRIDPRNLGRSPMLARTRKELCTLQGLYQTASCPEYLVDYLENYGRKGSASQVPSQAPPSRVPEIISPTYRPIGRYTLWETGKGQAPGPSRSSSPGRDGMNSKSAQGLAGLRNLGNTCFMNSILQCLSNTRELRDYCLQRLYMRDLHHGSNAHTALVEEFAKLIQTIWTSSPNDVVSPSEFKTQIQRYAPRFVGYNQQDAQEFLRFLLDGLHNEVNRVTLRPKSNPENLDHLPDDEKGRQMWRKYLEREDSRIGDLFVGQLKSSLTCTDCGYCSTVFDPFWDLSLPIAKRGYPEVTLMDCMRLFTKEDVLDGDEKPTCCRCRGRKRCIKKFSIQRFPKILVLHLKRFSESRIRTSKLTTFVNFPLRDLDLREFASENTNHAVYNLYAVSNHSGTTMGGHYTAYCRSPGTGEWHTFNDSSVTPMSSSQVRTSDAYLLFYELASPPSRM
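USP2 core (10nM final) preincubated 30min RT with compound in 20mM Tris-HCl pH 8.0, 2mM CaCl2, 2mM beta-mercaptoethanol, 0.05% CHAPS; 25nM Ub-CHOP2 plus 25nM reporter substrate added, fluorescence (Ex485/Em531) read after 60min.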
BRCA1 expr act: increases BRCA1 expression; MCF7-BRCA1-FFLuc reporter, luminescence, 48 h; response scale: scaled: vehicle 0%, 10 µM genistein 100%; Potency, µM (titrated, usually from 46.1 µM), for inactives: at the top dose activation, most hits filed as activators; 1.1% of 380,000 active; note: potency is the fitted concentration of half-maximal effect; nearly all actives have a fitted effect of over 80% in size; some results filed as inactive show a strong effect at the top dose
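MCF7-BRCA1-FFLuc cells, 2000/well in phenol-red-free MEM, attached 2 h then treated 48 h at 37 C. Luciferase luminescence read 15 min after reagent; normalized to genistein maximum activation (10microM) and DMSO, concentration-response fitted.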
PTAP TSG101 blk: blocks PTAP/TSG101 interaction to inhibit HIV-1 budding; 340,000 tested, under 10 active; Fluorescence polarization, FITC-PTAP peptide / Tsg101 binding; Q99816; AID 493005; Potency, µM (highest dose often 115 µM), inactives show top-dose activity change, negative = inhibition, most hits filed as inhibitors; active = well fitted inhibition curve with a large enough effect in the main read-out, with a control signal flat, not every such curve was filed as active; inconclusive = small, poorly fitted or top-dose-only effect, or effect the other way, or a change in a side signal; inactive = no such curve, though single readings can be large or run the other way; note: potency is the fitted concentration of half-maximal effect; % of control where 0% means no effect
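Steps: Tsg101 binding domain dispensed (10 uM final), compounds pinned in DMSO, FITC-labeled PTAP-motif peptide added (50 nM final); after 20 min binding at room temperature, polarization measured.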
ELG1 genotoxic: genotoxicity induction in ELG1-luciferase HEK293T cells | AID 504466 | Potency, µM (top dose mostly 46 µM), without a hit: top-dose activity change, positive = activation, hits mostly activators | 1.3% of 330,000 active | HEK293T ELG1-luciferase reporter, luminescence, 16 h; note: potency is the fitted concentration of half-maximal effect; % of control where 0% means no effect; nearly all actives have a fitted effect of over 60% in size
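Luminescence read-out: rising ELG1-luciferase signal, reflecting elevated ELG1 protein under genetic stress, flags genotoxic compounds. Cells were treated for 16 hr at 37 °C before ONE-Glo detection.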
B2AR arrestin: recruits beta-arrestin to the human beta2-adrenergic receptor | P07550 | beta-arrestin recruitment to beta2AR, cell-based reporter | Potency, µM (top dose mostly 46.1 µM), inactives show top-dose activation, actives largely listed as activators | 0.02% of 330,000 active | AID 492947;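 note: potency is the fitted concentration of half-maximal effect; 0% = DMSO controls and full agonism = EC100 isoproterenol or metaproterenol; nearly all actives have a fitted effect of over 65% in size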
Target sequence (P07550 whole entry, looked up): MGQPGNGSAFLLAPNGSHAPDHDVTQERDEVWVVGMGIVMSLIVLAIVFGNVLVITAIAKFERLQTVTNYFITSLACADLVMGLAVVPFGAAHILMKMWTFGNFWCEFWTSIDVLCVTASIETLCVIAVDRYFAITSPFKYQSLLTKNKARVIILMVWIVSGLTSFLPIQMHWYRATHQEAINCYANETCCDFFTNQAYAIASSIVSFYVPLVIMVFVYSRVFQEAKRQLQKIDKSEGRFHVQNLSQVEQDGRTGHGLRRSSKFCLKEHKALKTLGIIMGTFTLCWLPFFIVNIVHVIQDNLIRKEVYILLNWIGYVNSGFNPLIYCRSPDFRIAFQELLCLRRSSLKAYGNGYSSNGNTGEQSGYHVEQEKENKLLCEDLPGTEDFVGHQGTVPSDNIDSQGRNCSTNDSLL
Integrin act MD: integrin-mediated muscular dystrophy alleviation activation | Potency, µM (titrated, usually from 38.3 µM), for the others: top-dose activation, hits mostly activators | alpha7betagal myoblasts, beta-gal FDG fluorescence, 48 h | 0.064% of 350,000 active;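 note: potency is the fitted concentration of half-maximal effect; 100% = response of the positive control SU9516; nearly all actives have a fitted effect of over 60% in size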
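alpha7betagal+/- myoblasts (passage 13, 250/well) treated 48 h at 37C with compounds at 1:260 dilution of DMSO stock. Lysed, then beta-galactosidase activity read as FDG fluorescence (ex 480/em 540) after 30 min, with pre-read for autofluorescence.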
Active calls of the source: *; ? = inconclusive; / = not tested or not shown; [ ] = another dose, or the depositor's remark. Unless noted, calls come from the whole dose curve; as a rule, active = well fitted curve in the direction sought with a large enough effect; inconclusive = small, poorly fitted or top-dose-only effect, or another doubt; inactive = no such curve, though single readings can be large; an effect the other way counts as inactive or inconclusive. Outcome played no part in choosing rows, and some 2.6% of all compounds hit somewhere here.

| nr | structure | TRPV1 agonist | p53 reactivator | S-ASM inh | uPA generation | Eya2 phos inh | USP2a block | BRCA1 expr act | PTAP TSG101 blk | ELG1 genotoxic | B2AR arrestin | Integrin act MD |
| --- | --- | --- | --- | --- | --- | --- | --- | --- | --- | --- | --- | --- |
| 1 | Cc1cc(C)n2nc(SCc3nnc(-c4cccs4)o3)nc2n1 | -8 | 1% | 23% | -5% | -2% | 1% | 3% | 2% | 7% | 0.0% | 2% |
| 2 | CN1CCc2nc3ccc(Cl)cc3c(-c3ccccc3Cl)c2C1 | 19 | -11% | 3% | -7% | -6% | 2% | -4% | -3% | 0% | -0.2% | 1% |
| 3 | O=C(O)[C@H](Cc1ccccc1)NC(=O)N1CCN(c2ccccc2)CC1 | 2 | 3% | 3% | 13% | 17% | 2% | 7% | 0% | -1% | -0.3% | 23% |
| 4 | Cc1ccc(C(=O)NNC(=O)CNc2cccc(Cl)c2)cc1 | 1 | -2% | 2% | 47%[activator] | -11% | 1% | -21% | 1% | 1% | 0.5% | -22% |
| 5 | CCCN1C(=O)/C(=N\OCC(=O)Nc2ccc(C(C)C)cc2)c2ccccc21 | 0 | -7% | ? | 8% | 3% | -9% | -25% | -2% | -1% | 1.2% | 19% |
| 6 | COc1ccc(CC(NC(C)=O)C(=O)NC2CCN(S(=O)(=O)c3ccc(NC(C)=O)cc3)CC2)cc1 (stereo unspecified) | 2 | -4% | 0% | 3% | 5% | 0% | -5% | -4% | 0% | -0.5% | 8% |
| 7 | FC(F)(F)c1ccc(N2CCOCC2)c(Nc2nc3ccccc3n3cnnc23)c1 | 11 | 2% | ? | / | 2% | 2% | -101%[inhibitor] | 1% | -9% | -0.3% | -24% |
| 8 | O=C(O)c1ccc(CNC(=O)c2ccc(C(F)(F)F)cc2)cc1 | 2 | -6% | 1% | 0% | -11% | 2% | 7% | 1% | 1% | -0.1% | 12% |
| 9 | COc1ccc(OC)c(C(O)c2nc3ccccc3n2C(C)C)c1 (stereo unspecified) | 3 | -4% | -2% | -2% | -12% | -2% | -18% | -2% | 0% | 0.0% | -11% |
| 10 | COc1ccc(C(=O)OCC(=O)Nc2cc(S(=O)(=O)N3CCOCC3)ccc2N2CCCC2)cc1 | 1 | 1% | -1% | 10% | 17% | 2% | -2% | 0% | -1% | 0.0% | 0% |
| 11 | O=C(CCc1ccc(O)c(O)c1)NNC(=S)Nc1ccc(Br)cc1Cl | ? | -1% | 3% | -9% | -18% | 8% | 1% | -1% | -2% | -0.4% | 9% |
| 12 | NS(=O)(=O)c1cccc(NC(=O)c2cccc(Oc3ccccc3)c2)c1 | ? | -4% | -5% | 0% | 2% | -1% | -9% | -1% | 4% | -0.3% | -4% |
| 13 | COc1cccc(-c2ccc3nnc(SCC(=O)N4CCCC4)n3n2)c1 | 0 | -5% | 22% | -5% | 6% | -1% | -33% | 3% | -1% | 0.0% | -14% |
| 14 | CCOc1ccc(C(=O)c2cnc3ccccc3c2N2CCN(CC)CC2)cc1 | 12 | 0% | -2% | 3% | 7% | 2% | 1% | -5% | 0% | 0.2% | -55%[inhibitor] |
| 15 | COc1ccc(C(C)NC(=S)NCc2ccc(F)cc2)cc1 (stereo unspecified) | ? | 0% | -2% | -3% | -3% | -4% | 0% | -1% | -3% | -0.8% | 15% |
| 16 | Cc1noc(C)c1C(c1ccccc1)S(=O)(=O)c1ccccc1 (stereo unspecified) | 1 | -6% | 0% | 1% | 2% | -1% | -15% | 1% | -1% | -1.8% | -16% |
| 17 | O=C(c1cnn(-c2ccccc2)c1)c1ccccc1O | 26 | / | -2% | 2% | 3% | 2% | ? | -4% | ? | -0.3% | 15% |
| 18 | Cc1ccc(C(=O)NCc2ccc3c(c2)OCO3)cc1Cl | ? | 3% | 2% | 4% | 5% | -2% | 29% | 0% | 0% | -0.2% | 30% |
| 19 | CN(C)S(=O)(=O)c1cccc(CSc2cccc[n+]2[O-])c1 | 4 | -4% | 3% | -10% | -1% | -3% | 27% | -6% | -2% | -0.1% | 24% |
| 20 | COc1ccc(/C=N/Nc2nc3ccccc3o2)cc1O | 1 | ? | -3% | 2% | 19% | 0% | 53% | -5% | 0.92µM* | 0.4% | 21% |
| 21 | O=C(O)CCSc1nnc(-c2cccnc2)n1-c1ccccc1 | -3 | -2% | -3% | / | 9% | 4% | 10% | -8% | 8% | 0.0% | -10%[7.66 µM] |
| 22 | O=C(Nc1ccc(N2C(=O)C3C4C=CC(C4)C3C2=O)cc1)Nc1nnc(C(F)(F)F)s1 (stereo unspecified) | -2 | 21% | -10% | 6% | -19% | 1% | 21% | -5% | 1% | 0.0% | -14% |
| 23 | CN(C(=O)COC(=O)c1cc2c(s1)CCCCC2)c1ccccc1 | 29 | 2% | -1% | 2% | -12% | -4% | 15% | -12% | -4% | 0.4% | 4% |
| 24 | Cc1ccc(S(=O)(=O)N2CCSC2C(=O)O)cc1 (stereo unspecified) | 0 | -5% | 1% | -3% | 3% | 0% | 0% | -2% | -1% | -1.9% | -18% |
| 25 | O=C(COc1ccc(Br)cc1CO)Nc1ccc(S(=O)(=O)N2CCCC2)cc1 | 10 | -11% | -4% | 4% | -29% | -6% | -30% | 0% | -9% | 0.0% | 25% |
| 26 | COc1ccc(OCCC(=O)NC2=NCCS2)cc1 | 5 | ? | 2% | -3% | 7% | 0% | 26% | -5% | 1% | -0.1% | -12% |
| 27 | O=C(/C=C/Nc1ccc(Nc2ccccc2)cc1)c1cccs1 | -3 | 7% | -25% | -14% | -12% | 2% | ? | 9% | ? | 0.4% | ? |
| 28 | CC(=O)Nc1ccc(S(=O)(=O)N2CN(c3ccc(C)cc3)c3nc4ccccc4nc32)cc1 | / | / | 20% | -3% | / | / | -4% | -3% | / | / | 28% |
| 29 | COc1ccc(-n2cc(CNCCc3cscn3)c(-c3ccccc3Cl)n2)cc1 | 10 | 5% | 0% | -1% | -6% | -1% | -2% | -1% | -2% | 0.4% | 0% |
| 30 | C=C(C)[C@H]1CC=C(C)/C(=N/NC(=O)CNc2ccccc2OC)C1 | / | 13% | -1% | / | -5% | 4% | 57% | -3% | 5% | 0.5% | 7% |
| 31 | COc1ccc(C)cc1NC(=O)C(NC(=O)c1cc(OC)c(OC)c(OC)c1)C(C)C (stereo unspecified) | 4 | -3% | -2% | 2% | -10% | 4% | -5% | 1% | 4% | 0.1% | -5% |
| 32 | Cc1csc(=O)n1CCC(=O)OCC(=O)Nc1ncc(Cl)cc1Cl | 2 | -2% | 3% | -4% | -5% | -1% | 0% | -7% | 6% | 0.0% | -8% |
| 33 | Cc1cccc(Nc2nnc(SCC(=O)N(C)C3CCS(=O)(=O)C3)s2)c1C (stereo unspecified) | -2 | -4% | 5% | -2% | -1% | 7% | -9% | 2% | 1% | -0.4% | 4% |
| 34 | COc1cc(NC(=S)NC(=O)c2cc(C)cc(C)c2)ccc1NC(=O)c1cccs1 | 0 | -2% | -12% | 2% | 4% | -1% | -28% | 2% | 2% | 0.2% | -2% |
| 35 | COC(=O)c1sc(NC(=O)COc2cccc3ccccc23)nc1C | 0 | ? | 2% | 2% | -2% | 1% | 3% | -3% | 0% | -0.2% | -3% |
| 36 | O=C(COC(=O)Cc1ccc(Br)cc1)NCc1cccs1 | / | -10% | 3% | 4% | 11% | -1% | -3% | -1% | -2% | -0.5% | 4% |
| 37 | COCCNC(=O)CSc1nc2scc(-c3ccccc3)c2c(=O)[nH]1 | -2 | -3% | 6% | -4% | 2% | 10% | -4% | -4% | -1% | -0.3% | 9% |
| 38 | O=C(OCC(=O)N1N=C(c2ccc(Cl)cc2)CC1c1ccco1)c1cncc(Br)c1 (stereo unspecified) | / | 12% | -12% | -14% | 3% | -1% | -20% | 0% | 7% | -0.5% | -28% |
| 39 | Cc1ccc(S(=O)(=O)C2(C(=O)N3CCN(C4CCCCC4)CC3)CC2)cc1 | 6 | -4% | 6% | / | 4% | -9% | 5% | -2% | -4% | -0.7% | 20% |
| 40 | C=CC[C@@H](Cc1ccc(F)cc1)C(=O)OC[C@@H]1CCCN1C(=O)[C@@H](CC=C)CC(=O)N[C@H](CO)Cc1ccccc1 | / | 6% | -2% | -18% | -16% | -1% | -28% | -3% | -9% | -0.7% | -18% |
| 41 | CCN(CCN(C)C)C(=O)Cn1ncc2c1-c1cc(C)ccc1OC2 | / | 1% | 5% | 5% | -3% | 0% | 0% | -6% | 3% | -0.1% | 2% |
| 42 | NS(=O)(=O)c1ccc(-c2c(-c3ccccc3)sc3ccccc23)cc1 | 23 | 10% | 10% | -5% | -13% | 4% | 2% | -1% | -2% | 0.0% | 7% |

Bioassay records (PubChem)
